LGR2 antag: inhibitors of bursicon-induced Drosophila LGR2 receptor cAMP signaling. HEK293 LGR2, CRE-luciferase, bursicon-stimulated, 4 h. inhibition, % at 9.99 µM. hit rate 0.35% among 380,000. AID 720647;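 active = drop in luminescence signal, shown as inhibition above about 50% in the replicate tests, limit read from the data, passing the limit was not always enough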;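 note: agonist challenge used bursicon conditioned medium at about half maximal strength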
PGC1a acetyl inh: PGC1a acetylation modulation, inhibitor mode. U2OS PGC1a acetylation, AlphaScreen anti-acetyl-lysine; with virally co-expressed GCN5 acetyltransferase. inhibition, % at 15.6 µM. hit rate 0.17% among 350,000. AID 651687;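 active = every replicate shows inhibition of at least 40%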;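 note: 0% = neutral control wells and 100% = positive control wells; some results beyond the cut were filed as inactive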
ARNT TACC3 PPI: disruptors of human ARNT/TACC3 interaction. AlphaScreen His-ARNT PAS-B/GST-TACC3 binding, luminescence; TACC3 fragment carries E629A point mutation. inhibition, % at 9.99 µM. AID 623870. hit rate 0.66% among 390,000. Q9Y6A5;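 active = mean inhibition of replicates at least 50% and at least half of replicates each reaching 50%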;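 note: 0% = complete ARNT plus TACC3 wells and 100% = ARNT alone without TACC3; many hits fall short of the cut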
PAX8 reporter: lowers PAX8-driven luciferase in RMG-I cells; RMG-I TPO-luciferase reporter, SteadyGlo, 24 h; inhibition, % at 12.6 µM; hit rate 1.2% among 360,000; AID 652154;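 active = mean replicate inhibition at least 60% with every replicate also reaching 60%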;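 note: luciferase light reporting Pax8 driven TPO promoter activity; plate controls were median of neutral control wells for no effect and mitoxantrone controls for full effect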
Cneo AK release: causes C. neoformans cell lysis; adenylate kinase release luminescence, 4 h; normalised: neutral wells 0, clomiphene wells 100; lysis activity, % at 15 µM; hit rate 0.2% among 360,000; AID 651654;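 active = mean lysis activity across replicates of at least 80%, whatever share of replicates individually reach that level; inactive = mean lysis activity below 80%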
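Test system: log-phase Cryptococcus neoformans yeast cells. Input: 5 × 10^6 yeast cells/mL. Medium: fresh YPD growth medium. Doses: single dose. Incubation: static 4 h at 37 °C with compound, 1 h detection. Measured by: luminescent adenylate kinase detection reagent. Read-out: signal increase indicating cell lysis. Benchmarks: Clomiphene.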
GSIS activator: primary screen for activators of insulin secretion dependent on glucose, INS-1E cells, GLuc reporter luminescence; INS-1E GLuc reporter insulin secretion, 2-3 h; activation, % at 16.6 µM; hit rate 0.61% among 370,000; AID 743287;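 active = lowest replicate activation of at least 40%, so every replicate reaches that level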;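 note: 0% = median of neutral control wells and 100% = median of IBMX positive control wells; some compounds called inactive have numbers as strong as hits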
Statin myotox sup: protects C2C12 myotubes from simvastatin toxicity; hit rate 0.78% among 330,000; ATP luminescence, 48 h; scaled: DMSO 0, geranylgeraniol control 100; rescue of ATP level, % at 7.49 µM;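 active = mean ATP rescue above about 67%, or every replicate alone reaching that limit, limit read from the data, passing the limit was not always enough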;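 note: myotubes were challenged with 10 µM simvastatin during compound exposure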
PglD DTNB: inhibitors of Campylobacter jejuni PglD acetyltransferase; hit rate 0.098% among 360,000; purified PglD enzyme, DTNB colorimetric CoA detection; inhibition, % at 12.5 µM; AID 602405; in the data active = inhibition above about 16%, passing the limit was not always enough; note: strong numbers were not always called active
* marks the source's active call; other numbers are inactive results; . = no result given; & = joins results of further samples. Hits appear at their usual frequency; overall some 2.9% were active at least once.

SMILES,LGR2 antag,PGC1a acetyl inh,ARNT TACC3 PPI,PAX8 reporter,Cneo AK release,GSIS activator,Statin myotox sup,PglD DTNB
Cc1ccc(NC(=O)c2ccc(NS(=O)(=O)c3ccc4[nH]c(=O)[nH]c4c3)cc2)nc1,11,.,4,-5,.,-5,.,.
CCCOc1ccc(CCc2n[nH]c(=S)n2Cc2ccccc2)cc1,.,-1,-4,9,-2,.,5,-1
C[C@H]1CN([C@@H](C)CO)S(=O)(=O)c2ccc(C#CC3CCCCC3)cc2O[C@@H]1CN(C)C(=O)Cc1ccncc1,-11,-10,9,.,-8,6,-15,-1
Cc1ccc(C)c(NC(=O)CN(C)C(=O)Cc2ccc(Cl)cc2Cl)c1,13,.,2,5,3,-4,6,5
C/C=C/c1ccc([C@@H]2[C@@H](C#N)N(c3nc(CC)cs3)[C@@H]2CO)cc1,4,-3,-3,-22,1,12,-9,-1
CCN(CC)CCNC(=O)c1cc(-c2ccco2)nc2ccccc12,-14,-15,-1,-10,.,.,.,.
CC1CCCCN1S(=O)(=O)c1ccc(NC(=O)c2ccco2)cc1 (stereo unspecified),.,.,7,1,3,.,-6,-9
Cc1cccc(C(=O)OCC(=O)Nc2c(C)n(C)n(-c3ccccc3)c2=O)c1,7,3,-1,0,0,-6,-6,5
COc1ccc(Cl)cc1C(=O)Nc1ccc(OCC(=O)N2CCOCC2)cc1,32,-3,25,10,-5,2,-21,1
N=c1c2c(-c3ccccc3)c(-c3ccccc3)n(Cc3ccco3)c2ncn1Cc1ccccc1,-5,11,6,.,2,-35,-21,1
CCOC(=O)C1CCCN(C(=O)c2cn(C)c3ccc(S(=O)(=O)N4CCCC4)cc3c2=O)C1 (stereo unspecified),.,-7,-1,.,-2,.,-19,-4
CNc1nc(-c2cccs2)cc(C(F)(F)F)c1C#N,5,-8,-12,-19,.,7,.,.
COc1cccc(CNC(=O)C[C@H]2CC[C@@H](NS(=O)(=O)c3ccccc3OC)[C@@H](CO)O2)c1,13,6,.,-8,2,-2,-1,1
C[C@@H]1CN([C@@H](C)CO)C(=O)Cc2cc(NC(=O)C3CCCCC3)ccc2O[C@H]1CN(C)S(=O)(=O)c1ccc(F)cc1,4,-8,-4,-19,2,-18,8,-2
Cc1c(OCC(=O)NCC2CCC(C(=O)O)CC2)ccc2c(-c3ccccc3)cc(=O)oc12 (stereo unspecified),0,2,28,.,0,10,7,3
O=C(OCc1nc2ccccc2s1)c1ccccc1O,-73,-2,-9,-38,.,17,.,.
O=C(Nc1ccc(Cl)c(Cl)c1)N[C@@H]1CC[C@H](CCNC(=O)c2ccc(F)cc2)O[C@@H]1CO,3,6,5,5,6,-23,0,7
O=C(NC1CCCC1)C1CCC(CNS(=O)(=O)c2ccccc2)CC1 (stereo unspecified),4,-4,-2,-8,-2,8,-8,-5
COc1cccc(/C=N/NC(=O)C(=O)N2CCCC2)c1,6,10,1,.,-3,-1,3,5
CN1CCN(Cc2coc3c(Cl)cc(Cl)cc3c2=O)CC1,-8,0,-2,-27,1,-5,-3,-1
CCn1c(-c2cc3c(C(F)(F)F)nn(C)c3s2)n[nH]c1=S,.,6,-2,7,-1,.,1,-3
CC1CCCCC12NC(=O)N(CC(=O)Nc1ccc(S(=O)(=O)N3CCOCC3)cc1)C2=O (stereo unspecified),.,0,14,.,-1,.,3,-1
CCOC(=O)c1cc(-c2ccccc2)sc1NC(=O)COC,-10,-5,1,-19,.,8,.,.
Cc1ccsc1/C=N/NS(=O)(=O)c1ccc([N+](=O)[O-])cc1,-30,.,-3,-68,.,-26,.,.
O=C(CN1CCC(n2nnc3cc(F)ccc32)CC1)Nc1ccc2c(c1)CCC2,.,-103,-3,5,-1,.,22,1
O=C(c1ccco1)N1CCN(Cc2nc3ccccc3[nH]2)CC1,11,1,-2,-2,-3,-6,-15,9
CCN1CCN(CCCNC(=O)c2cc3c(=O)oc4ccc(C)cc4c3s2)CC1,16,-10,9,-18,1,-1,-2,-1
COc1cccc(/C=C2/SC(=S)N(CC(=O)NNC(=O)c3ccccc3O)C2=O)c1,-26,-2,3,17,-1,11,-6,-5
CC1CCC(C(C)C)C(OCC(O)CNC(C)c2ccccc2)C1 (stereo unspecified),9,.,-14,49,.,199*,.,.
CC(=O)Nc1ccc(NC(=O)C2CCN(c3ccc(C(F)(F)F)cn3)CC2)cc1,-7,14,12,14,.,-6,.,.
CCc1cccc(NC(=O)CCNS(=O)(=O)c2cccc3nonc23)c1,.,0,-5,26,.,1,.,.
N#CCCN(Cc1cccnc1)S(=O)(=O)c1ccc(S(=O)(=O)N2CCCCCC2)cc1,12,7,-2,.,1,5,-3,5
COc1cccc(N2CCN(S(=O)(=O)c3ccc(-n4cnnn4)cc3)CC2)c1,-6,20,-4,0,0,9,0,-3
C[C@@H]1CCCCO[C@H](CN(C)C(=O)Nc2ccc3c(c2)OCO3)[C@H](C)CN([C@@H](C)CO)C(=O)c2cc(NC(=O)Nc3ccc4c(c3)OCO4)ccc2O1,7,-15,19,13,-1,1,.,-3
O=C(Nc1ccc(Cl)cc1)c1nc[nH]c1C(=O)NCCN(CCNC(=O)c1[nH]cnc1C(=O)Nc1ccc(Cl)cc1)CCNC(=O)c1[nH]cnc1C(=O)Nc1ccc(Cl)cc1,.,.,3,.,5,.,-29,2
CC(C)CC(=O)NC(=S)Nc1ccccc1C(F)(F)F,2,.,-6,-8,10,31,-6,7
COCC(=O)Nc1ccc2c(c1)C(=O)N(C)C[C@@H](OC)[C@@H](C)CN(CC1CC1)[C@@H](C)CO2,14,-3,-5,-1,-1,12,7,-1
CO[C@@H]1CN(C)C(=O)c2cc(NS(C)(=O)=O)ccc2OC[C@@H](C)N(Cc2cccnc2)C[C@@H]1C,-3,4,.,.,.,-9,-17,.
C[C@@H]1CN([C@@H](C)CO)C(=O)c2cccc(NS(C)(=O)=O)c2O[C@H]1CN(C)Cc1ccncc1,-10,9,2,-26,5,8,4,3
O=S(Cc1ccc(Br)cc1)Cc1nnc(SCc2c(Cl)cccc2Cl)n1-c1ccccc1 (stereo unspecified),16,4,-2,.,-6,-22,.,-4
CC(=O)Nc1ccccc1C(=O)C(=O)Nc1ccc(C(=O)N2CCOCC2)cc1,-15,-5,4,6,.,14,.,.
CS(=O)(=O)N(Cc1ccccc1)c1ccccc1C(=O)N1CCN(c2ccccc2)CC1,.,-9,5,1,0,.,7,-2
O=C(c1ccc2c(c1)OCO2)N1CCN(S(=O)(=O)c2ccc(Cl)cc2)CC1,-12,.,-15,-2,-1,-5,9,2
COc1cccc(C#Cc2ccc([C@H]3[C@@H](CO)N4C(=O)CN(C(=O)Cc5ccccc5)C[C@H]34)cc2)c1,1,-12,.,-43,.,2,.,.
CO[C@@H]1CN(C)C(=O)c2ccc(NC(=O)c3nc4ccccc4s3)cc2OC[C@H](C)N(Cc2ccncc2)C[C@@H]1C,-12,0,-3,-4,0,-8,27,2
O=C1NCCN1C(=O)c1cccc(Cl)c1,.,-2,-9,.,-4,.,21,-2
CCOC(=O)N1CCC(Nc2ccc3nnc(-c4ccccc4)n3n2)CC1,3,3,7,15,0,4,.,1
CO[C@H]1CN(C)C(=O)c2ccc(NC(=O)Nc3cc(Cl)cc(Cl)c3)cc2OC[C@@H](C)NC[C@@H]1C,10,-10,28,17,-2,15&-5,-58,-4
Cc1c(NS(=O)(=O)c2ccc(N)cc2)c(=O)n(-c2ccccc2)n1C,0,15,18,13,4,-6,2,3
Cc1nn(-c2ccccc2)c2sc(C(=O)NC3CCCCC3)cc12,.,.,2,.,0,.,-3,3

(next part)
SMILES,LGR2 antag,PGC1a acetyl inh,ARNT TACC3 PPI,PAX8 reporter,Cneo AK release,GSIS activator,Statin myotox sup,PglD DTNB
N#Cc1c(NC(=O)CCCN2C(=O)c3ccccc3C2=O)oc(-c2ccccc2)c1-c1ccccc1,.,-7,2,.,3,.,-6,0
Fc1ccc(OCCOCCN2CCCC2)cc1,-9,.,-1,-11,.,-5,.,.
CCOC(=O)c1c(-c2ccc(C)o2)csc1NC(=O)CN1CCCCC1,4,-5,4,28,5,6,-5,-3
Cc1noc(C)c1NC(=O)NC(c1ccccc1)c1ccccc1,-3,.,-9,9,.,-7,.,.
COCC(=O)Nc1ccc2c(c1)[C@H]1C[C@H](CC(=O)NC3CCCCC3)O[C@H](CO)[C@H]1O2,-9,-7,-8,-1,0,-3,0,2
CC(C)(C)c1ccc(/C=N/NC(=O)C(=O)NCCCN2CCOCC2)cc1,6,.,-4,-2,.,-10,.,.
COc1ccc(N2CCN(C(=O)COC(=O)CCOc3ccc(C)cc3)CC2)cc1,-5,.,-7,-6,.,19,.,.
COc1ccc(NC(=O)Nc2ccc3c(c2)C(=O)N([C@H](C)CO)C[C@@H](C)[C@H](CN(C)S(=O)(=O)c2ccccc2)OCCCC[C@@H](C)O3)cc1,2,-9,18,-6,-10,-6,.,2
O=C(CN1CCSC1=O)Nc1ccc(N2CCOCC2)cc1,-30,-2,4,-42,0,21,13,0
CC(=O)C(N=Nc1ccccc1)(Sc1nnc(-c2ccccc2)n1-c1ccccc1)C(C)=O,.,-26,15,56,-1,.,2,0
O=C(CSCc1c(Cl)cccc1Cl)NCc1cccnc1,10,8,28,.,-4,5,-24,-7
CCOC(=O)N1CCC(N(CCN(C)C)C(=S)Nc2ccccc2OCC)CC1,7,-12,.,-9,.,5,-2,.
CCCC#Cc1ccc([C@@H]2[C@H](CO)N3C(=O)CN(C(=O)NC4CCCC4)C[C@@H]23)cc1,-5,11,.,3,.,-14,.,.
COCCN(C(=O)COC(=O)CNC(=O)c1cccs1)c1c(N)n(Cc2ccccc2)c(=O)[nH]c1=O,-13,.,0,-3,.,10,.,.
O=C(C[C@H]1CC[C@@H](NC(=O)C2CCOCC2)[C@@H](CO)O1)NCc1ccncc1,1,4,.,-15,.,11,.,.
CCN(c1cccc(C)c1)c1nc2ccsc2c(=O)s1,.,-14,-8,.,1,18,7,-1
CCc1noc(C)c1C(=O)N(Cc1ccccc1)c1c(N)n(CCOC)c(=O)[nH]c1=O,-12,.,-4,0,-1,10,4,-2
COc1cccc(N2CCN(C(=O)CCCCCn3c(=S)[nH]c4cc5c(cc4c3=O)OCO5)CC2)c1,3,1,-6,-12,0,6,-25,2
O=C(CCS(=O)(=O)c1ccccc1)Nc1ccc2c(c1)C(=O)NC2=O,3,5,2,-6,.,4,.,.
CCOC(=O)Cn1c(=O)oc2cc(S(=O)(=O)NCCc3ccc(C)cc3)ccc21,5,-1,8,-2,-2,-8,.,0
CSc1ccc(Cn2c(C)c(C(=O)NCc3ccc(C(C)C)cc3)sc2=O)cc1,12,.,.,0,0,-29,-6,-1
COc1ccccc1C(=O)COC(=O)CN1C(=O)NC2(CCCC2)C1=O,-3,.,-3,-9,.,-4,.,.
COc1ccc(N(C)C(=O)C2CCCN2S(=O)(=O)c2cccc3nsnc23)c(OC)c1 (stereo unspecified),.,-10,.,.,0,.,1,8
Cc1ccc2[nH]c3c(=O)n(CCCN4CCOCC4)cnc3c2c1,.,-11,-3,0,5,.,1,-3
CCNC(=O)C[C@H]1CC[C@@H]2[C@H](COc3ccc(NC(=O)Cc4cccs4)cc3C(=O)N2C)O1,-2,0,-3,12,-2,1,-5,-2
CCOC(=O)C1=C(c2ccccc2)NC(=S)NC1c1cc([N+](=O)[O-])ccc1OC (stereo unspecified),.,2,8,.,3,.,.,3
